Compound activity deposited in PubChem by several laboratories.
GlmU inhibition – inhibition of mycobacterial GlmU enzyme – biochemical, glucosamine-1-phosphate acetyltransferase (AID 1376); 220,000 tested, 0.25% active; M. tuberculosis GlmU acetyltransferase enzyme assay; higher % means a stronger effect; inhibition, %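 (tested at 30 µM in the primary screen)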, or IC50 in µM where a hit was titrated; Bifunctional protein GlmU (Mycobacterium tuberculosis (strain ATCC 25618 / H37Rv)); in the data active = inhibition above about 13%; inconclusive = no clear call, values can overlap the other calls;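 note: 0% = complete reaction with vehicle and 100% = reaction without substrate; strong numbers were not always called active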
RmlCD inh 1536 – M. tuberculosis RmlC/RmlD coupled enzyme inhibitors, primary screen, biochemical, compound mixtures, 384-well, from 1536-well plates | dTDP-4-dehydrorhamnose reductase (Mycobacterium tuberculosis (strain ATCC 25618 / H37Rv)) … | RmlC+RmlD coupled enzyme assay, percent inhibition; primary screen in compound mixtures | inhibition, % at 3.6 µM | 160,000 tested, 0.03% active | AID 1533, 2009; in the data active = inhibition mostly above about 34%, no sharp cut-off; inconclusive = no clear call, values can overlap the other calls; inactive = mostly below about 22%; note: some results filed as inactive read as strong as hits
Target sequence (P9WH09 whole entry, looked up): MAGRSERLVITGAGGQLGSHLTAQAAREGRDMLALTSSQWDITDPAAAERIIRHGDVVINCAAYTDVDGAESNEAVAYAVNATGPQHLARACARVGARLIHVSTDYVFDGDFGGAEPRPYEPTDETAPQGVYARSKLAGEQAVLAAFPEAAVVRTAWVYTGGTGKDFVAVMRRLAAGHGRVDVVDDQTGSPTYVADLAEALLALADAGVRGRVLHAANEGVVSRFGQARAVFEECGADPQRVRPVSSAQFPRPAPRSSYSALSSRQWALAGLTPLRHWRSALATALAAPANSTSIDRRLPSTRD
Target sequence (P9WH11 whole entry, looked up): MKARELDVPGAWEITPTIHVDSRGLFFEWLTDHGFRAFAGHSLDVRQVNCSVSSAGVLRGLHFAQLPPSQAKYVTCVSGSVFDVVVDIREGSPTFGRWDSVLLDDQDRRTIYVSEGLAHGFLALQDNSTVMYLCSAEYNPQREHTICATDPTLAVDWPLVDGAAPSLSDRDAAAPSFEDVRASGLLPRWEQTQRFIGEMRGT
Starred values were filed as active, the others as inactive; u = inconclusive; x = not tested or not shown. Only part of the results is shown; count on the stated rates, not on these rows.

SMILES	GlmU inhibition	RmlCD inh 1536
Cc1cccc(CSC(Nc2ccc(F)cc2)=C(C#N)C#N)c1	3.3%	3
COC(=O)CCC(=O)OC1(C)C(=O)C=C2C=C(C3CC3)N(c3ccc(CO)cc3)C=C2C1=O (stereo unspecified)	-0.1%	x
CC(C)(C)c1cc(C(=O)Nc2cccc3ccccc23)ccn1	0.5%	x
N#CCCCn1c(O)c(N=NC(=O)C(O)c2ccccc2)c2ccccc21 (stereo unspecified)	-3.2%	x
Cn1c(CO)cnc1SCc1ccccc1	4.0%	-10
O=C(N/N=C\c1ccc(OCC(=O)N2CCCC2)cc1)C(=O)Nc1ccccc1F	5.4%	11
Cn1c(CO)cnc1SCC(=O)c1ccc(Cl)cc1	1.4%	2
CCN1CCN(Cc2ccc(NC(=O)CC3Oc4ccc(C)cc4NC3=O)cc2)CC1 (stereo unspecified)	0.1%	-5
CC(C)NC(=O)CCn1nc(-c2ccc(Cl)cc2)c2ccccc2c1=O	1.1%	5
O=c1[nH]c(=S)[nH]c(O)c1N=Nc1cc2c(cc1[N+](=O)[O-])OCO2	3.4%	11
COc1ccc(NC(=O)C2CCCN(S(=O)(=O)c3c(C)[nH]c(=O)[nH]c3=O)C2)cc1OC (stereo unspecified)	1.9%	-4
CCOC(=O)c1cc2cc(OC)ccc2nc1C	6.7%	x
O=c1c2c(nc3cc(-c4ccc(F)cc4)[nH]n13)CCC2	4.8%	x
O=C(O)C=C1CCN(c2ncc(C(F)(F)F)cc2Cl)CC1	1.0%	-16
CN(C)c1ccc(N=Nc2ccc(S(=O)(=O)O)cc2)c2ccccc12	6.9%	-11
O=C(Nc1ccc2nc3n(c(=O)c2c1)CCCC3)c1cc([N+](=O)[O-])ccc1F	3.5%	-10
O=C1CCCC2=C1C(c1ccc(O)c(O)c1)Nc1ccc3ncccc3c12 (stereo unspecified)	1.9%	-12
Cc1ccccc1NC1=NC(C)(C)N=C(N)N1	-2.8%	9
C/C(=N\O)c1cc(Cl)cc(Cl)c1O	-5.5%	7
Nn1cnc2c(c1=O)C1(CCCCC1)Cc1ccccc1-2	6.4%	x
Cc1cccc(C)c1NC(=O)C(NC(=O)c1ccccn1)c1ccc([N+](=O)[O-])cc1 (stereo unspecified)	-1.2%	8
O=C(NC1CCCCCC1)c1c(F)c(F)c(F)c(F)c1F	-4.0%	x
COc1ccc(-c2nc(CCl)cs2)cc1OC	-1.7%	-6
C=CCn1c(O)c(C(C)=NCCCn2ccnc2)c(=O)[nH]c1=O	6.0%	-2
O=C(Nc1nnc(-c2ccco2)o1)c1cccc(N2C(=O)CCC2=O)c1	2.0%	17
CCC(=O)NCCCc1nc(-c2ccccc2)no1	5.5%	x
CCN1CCc2c(C#N)c(N3CCOCC3)nc(NCc3ccccc3)c2C1	x	u
CC1=C(C(=O)OCC(Br)(Br)Br)C(c2cccc([N+](=O)[O-])c2)NC(=O)N1CCCC(=O)O (stereo unspecified)	2.2%	x
O=C(NC1CCCC1)C1CCN(S(=O)(=O)N2CCCCC2)CC1	x	-8
Cc1cc(F)ccc1S(=O)(=O)Nc1ccccc1C(=O)NCc1ccccn1	-3.6%	12
Cn1c(SCC(=O)NC2CCCCC2)nnc1-c1cccc(N)c1	2.7%	x
COc1ccc(-c2noc(CSc3nc(N)c(-c4ccccc4)c(=O)[nH]3)n2)cc1	-4.0%	13
Nc1ccc(-c2nc3c(Cl)c(N)ccc3[nH]2)cc1	-0.9%	8
COC(=O)Cc1ccc(NC(=S)N2CCCCC2C)cc1 (stereo unspecified)	3.7%	4
COCC(=O)Nc1cc(C(=O)OC)cc(C(=O)OC)c1	1.5%	-16
COc1ccc(-c2ccnc(SCC(=O)c3ccc(Br)cc3)n2)cc1	1.6%	8
O=C(Nc1nnc(SCc2c(Cl)cccc2Cl)s1)C1CCCO1 (stereo unspecified)	2.8%	10
CC1Cc2cc(/C(O)=C3/C(=O)C(=O)N(CCCn4ccnc4)C3c3ccncc3)ccc2O1 (stereo unspecified)	4.0%	-3
O=C(Cn1nnc2ccccc21)NNC(=S)NC1CCCCC1	3.4%	x
CN(C)c1ccc(-c2ccc([C@H]3[C@@H]4C=CCC[C@@]4(C)C(=O)N3Cc3ccccc3)c(F)c2)cc1	-1.0%	x
COc1ccc(Nc2nc(-c3cccc([N+](=O)[O-])c3)nc3ccccc23)cc1	-3.7%	-4
O=C(CN1CCCCCC1)NCCc1ccc(F)cc1	6.6%	u
COc1cc(S(=O)(=O)n2c(C)nc3ccccc32)ccc1F	-4.3%	x
Cc1ccc(S(=O)(=O)N(CC(=O)NCCSCc2ccco2)c2cc(C)ccc2C)cc1	-5.2%	x
CC(=O)OC1CC(C)(C)N(OC(=O)CCCN2C(=O)c3ccccc3C2=O)C(C)(C)C1	1.6%	x
CCc1nc(SCC(=O)N2CCN(c3ccccc3)CC2)c2c(=O)n(C)c(=O)n(C)c2n1	-4.0%	x
O=C(C1=C(O)C(=O)N(CCOCCO)C1c1cccs1)c1cccs1 (stereo unspecified)	5.7%	x
COc1ccc(Cc2c(O)nc(SC)n(C(C)=O)c2=O)cc1	-4.3%	x
Cn1nc(C(C)(C)C)cc1C(=O)NNC(=O)c1cccc(Cl)c1	-0.2%	6
CC(C)(C)c1ccc(OCCn2ccccc2=O)cc1	-7.2%	-7
CCN1C(=O)/C(=C\N(C)C)c2ccccc21	5.0%	x
CCCC(=O)Nc1nc2ccc(NC(=O)c3ccc(Br)o3)cc2s1	6.3%	x
O=C(c1ccccc1)c1cccn1CC(=O)N1CCN(C2CCCCC2)CC1	-1.4%	x
O=C(CCl)Nc1ccccc1C(=O)NCc1ccccc1	-3.0%	0
COC(=O)c1cnn(-c2ccc(F)cc2F)c1/C=N/NC(N)=S	-3.3%	4
CC12CC(NC(=O)N1CCc1ccccc1)c1ccccc1O2 (stereo unspecified)	2.2%	3
O=Cc1nc(-c2ccc(Cl)cc2)n2ccccc12	-7.5%	-4
CCN1CCN(Cc2ccc(NC(=O)c3ccc(C)c(NC(=O)C(=O)c4c[nH]c5ccccc45)c3)cc2C(F)(F)F)CC1	-7.2%	x
COCCN(CCOC)C(=S)Nc1cc(S(=O)(=O)N(C)C)ccc1C	0.5%	-4
O=C(Nc1ccc(Cl)cn1)c1cnn2cccnc12	2.2%	x
Next part
SMILES	GlmU inhibition	RmlCD inh 1536
COCCNC(=O)c1ccc2c(c1)S(=O)(=O)c1ccccc1C2=O	-7.0%	x
CCOC(=O)C1=C(N)OC2=C(C(=O)CC(C)(C)C2)C12C(=O)Nc1ccccc12 (stereo unspecified)	-0.8%	2
COc1ccc(/C=N/NC(=O)c2nonc2C)cc1	-0.3%	x
COc1cc(OC)c(OC)cc1/C=N/Nc1ncnc2c1[nH]c1ccc(C)cc12	0.7%	-6
CCCOc1ccccc1C1CC(=O)NC(C)=C1C(=O)OCC(C)C (stereo unspecified)	-5.6%	x
COC(=O)c1ccccc1N/C=C1\CCc2c(c(C)nn2-c2ccccn2)C1=O	-3.1%	-1
Cn1cnc2c1c(=O)n(Cc1ccccc1)c(=O)n2C	1.3%	-6
COC(=O)C1=C(C)Nc2ncnn2C1c1ccco1 (stereo unspecified)	-0.3%	-1
CC(=O)c1c(C(C)=O)c(C)n(-c2cccc3cccnc23)c1C	-1.1%	-5
O=C(Nc1nc2ccccc2s1)c1cnccn1	1.7%	-10
COc1cc(NC(=O)c2cc(-c3cccc(O)c3)on2)cc(OC)c1OC	-2.3%	-9
CCCn1nnc(NC(=O)c2cccc(OCc3ccccc3)c2)n1	1.3%	x
O=C(N/N=C/c1ccc([N+](=O)[O-])s1)c1ccccc1	-0.7%	8
O=C(CNC(=O)c1cccs1)NCC(=O)OCc1ccc(Cl)cc1Cl	-2.0%	20
CC(C)[C@H](NC(=O)NCc1ccc(Cl)cc1)C(=O)O	-2.6%	8
CCC(C)(C)n1nnnc1C(c1cccs1)N1CCc2ccccc21 (stereo unspecified)	2.1%	-7
CCOC(=O)N1CCN(CC(=O)Nc2cccc(Br)c2)CC1	-0.5%	9
O=C(Nc1ccc(Br)cn1)C1CCN(S(=O)(=O)c2cccs2)CC1	-0.5%	5
Cc1cc(N(C)C)c(C#N)c(NCc2ccccc2)n1	0.0%	x
CC(Nc1ccccc1)c1cc(Cl)ccc1O (stereo unspecified)	-8.8%	x
CC(=O)NC(NC(=S)Nc1ccccc1Br)C(Cl)(Cl)Cl (stereo unspecified)	-5.8%	-1
CCOC(=O)N/N=C(\C)c1ccccc1OC(F)F	-6.3%	x
S=c1[nH]nc(-c2cccc(Cl)c2)n1CCN1CCCCC1	5.1%	2
CCn1nc2cc(C(=O)NCC34CC5CC(CC(C5)C3)C4)ccc2c1OC	-0.3%	5

Reprinted from the part before: 7 compounds; new compounds follow.
SMILES	GlmU inhibition	RmlCD inh 1536
O=C(Nc1ccc(Br)cn1)C1CCN(S(=O)(=O)c2cccs2)CC1	-0.5%	5
Cc1cc(N(C)C)c(C#N)c(NCc2ccccc2)n1	0.0%	x
CC(Nc1ccccc1)c1cc(Cl)ccc1O (stereo unspecified)	-8.8%	x
CC(=O)NC(NC(=S)Nc1ccccc1Br)C(Cl)(Cl)Cl (stereo unspecified)	-5.8%	-1
CCOC(=O)N/N=C(\C)c1ccccc1OC(F)F	-6.3%	x
S=c1[nH]nc(-c2cccc(Cl)c2)n1CCN1CCCCC1	5.1%	2
CCn1nc2cc(C(=O)NCC34CC5CC(CC(C5)C3)C4)ccc2c1OC	-0.3%	5
COC(=O)c1ccc(COc2cccc(OC)c2)o1	1.1%	x
O=C(O)C1CCCN(S(=O)(=O)c2ccc(Br)s2)C1 (stereo unspecified)	3.1%	67
COc1ccc(/C=C/C(=O)Nc2ccccc2C(=O)N2CCCC2)cc1	-4.4%	9
O=C(NCc1ccccc1)C1=C[C@@H](C2CC2)C[C@@H](OCc2ccc(CO)cc2)O1	5.6%	x
O=C(/C=C/c1cccc([N+](=O)[O-])c1)Nc1cccc(NC(=O)c2ccco2)c1	0.2%	-9
COc1ccc(NC(=S)N2CCN(C(=O)c3ccco3)CC2)c(OC)c1	0.9%	x
Cc1ccnc(SCCn2c(Br)nc3c2c(=O)[nH]c(=O)n3C)n1	2.5%	x
CCN(CC)CCCNC(=O)c1sc2nc(-c3ccc(F)cc3)cn2c1C	1.9%	x
CC(C)CC(c1nnnn1C1CCCC1)N1CCN(c2ccccc2F)CC1 (stereo unspecified)	6.4%	-6
COC(=O)C1=CO[C@@H](C)[C@@H]2CN(CCc3c[nH]c4ccccc34)CC[C@H]12	0.2%	x
COc1ccc(C(=O)N[C@H](C(=O)NCc2cccs2)C(C)C)cc1	1.4%	2
O=C(CCC1CCCC1)N[C@@H](Cc1ccc(O)cc1)C(=O)O	1.0%	x
COc1ccc(-c2ccnc(SCC(=O)c3ccc(Cl)cc3)n2)cc1	1.3%	6
O=C(N/N=C/c1ccc(OC2CSC2)cc1)c1ccccc1	3.4%	-10
Cc1csc(/C(=N/OC(=O)c2ccco2)C(N)=O)n1	-0.9%	x
Cc1cc(NC(=O)CSc2nc3ccccc3c(=O)n2Cc2ccccc2)no1	3.7%	7
C=CCOc1ccc(/C=N\NC(N)=S)cc1	-2.5%	x
O=c1c2ccccc2ncn1CCCOc1ccccc1[N+](=O)[O-]	-2.1%	3
Cc1ccc(-c2noc(-c3ccccc3C(=O)N3CCN(C)CC3)n2)cc1	0.8%	x
CC1(C)CC(CC(=O)Nc2ccccn2)C(=O)O1 (stereo unspecified)	4.4%	12
O=C(Nc1ncccn1)c1cccs1	0.8%	2
O=C(CSc1cccc[n+]1[O-])Nc1ccc2c(c1)OCO2	-1.7%	x
CC(/C=C/c1ccccc1F)=N\NC(=O)c1ccccc1	2.1%	10
Cc1ccc(S(=O)(=O)N2CCOCC2)cc1C(=O)N1c2ccccc2Sc2ccccc21	7.5%	-8

In a second layout: results already given
Order of values – GlmU inhibition, RmlCD inh 1536
- O=c1c2ccccc2ncn1CCCOc1ccccc1[N+](=O)[O-]
    -2.1%, 3
- Cc1ccc(-c2noc(-c3ccccc3C(=O)N3CCN(C)CC3)n2)cc1
    0.8%, x
- CC1(C)CC(CC(=O)Nc2ccccn2)C(=O)O1 (stereo unspecified)
    4.4%, 12
- O=C(Nc1ncccn1)c1cccs1
    0.8%, 2
- O=C(CSc1cccc[n+]1[O-])Nc1ccc2c(c1)OCO2
    -1.7%, x
- CC(/C=C/c1ccccc1F)=N\NC(=O)c1ccccc1
    2.1%, 10

Going on with the list.
SMILES	GlmU inhibition	RmlCD inh 1536
O=C1c2ccccc2C(=O)N1CC(O)CNc1ccc(Br)cc1 (stereo unspecified)	-0.2%	x
NC(=O)CC[C@@H]1NC(=O)[C@H](CO)NC(=O)c2cc([N+](=O)[O-])cc(I)c2NCCCC[C@@H](C(N)=O)NC(=O)[C@H](Cc2ccc(O)cc2)NC1=O	0.0%	x
CC(Oc1ccc(Cl)cc1Cl)C(=O)Nc1ncccn1 (stereo unspecified)	7.6%	x
Cc1ccccc1SCc1noc(C(=O)NC(C)C)c1C(=O)O	-3.2%	x
COc1ccc(-c2cc(C(=O)N3CCc4ccccc4C3)no2)cc1	8.9%	-11
Cc1ccc(C)c(NS(=O)(=O)c2ccc(OCC(=O)NCC3CCCO3)cc2)c1 (stereo unspecified)	3.6%	-11
CCc1noc(N)c1C(=O)Nc1ccc(F)c(Cl)c1	-4.4%	-2
COc1ccc(CCNC(=O)CN(c2cccc([N+](=O)[O-])c2)S(C)(=O)=O)cc1OC	-7.2%	-9
Cc1ccccc1C(=O)Oc1ccccc1C(=O)N1CCOCC1	2.2%	x
CCOC(=O)c1[nH]c2ccccc2c1NC(=O)CC	-4.1%	-14
